Screens: PubChem, several laboratories
TWEAK Fn14 block – blocks TWEAK-Fn14 interaction in a reporter cell assay; TWEAK-stimulated Fn14 reporter cells, luciferase luminescence, 8 h; inhibition, % at 10 µM; 360,000 compounds, 2% hits; AID 1159606; in the data active = inhibition above about 50%
LRH-1 inv ag – NR5A2 inverse agonism in reporter assay | O00482 | HEK293T StAR-luciferase reporter, LRH-1 transfected, 24 h | inhibition, % at 3.6 µM | 360,000 compounds, 0.13% hits | AID 602396;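 active = inhibition above the mean inhibition of all tested compounds plus 3 SD, cut at about 73% in these data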;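 also: 0% = DMSO wells and 100% = reporter-only cells lacking LRH-1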
NOD2-RIPK2 inh – inhibitors of human NOD2-RIPK2 interaction | CHO BLA complementation NOD2-RIPK2, CCF4 ratio | inhibition, % at 4.98 µM | 360,000 compounds, 0.38% hits; in the data active = inhibition above about 21%;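 also: 0% = vehicle only and 100% = reference blocker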
SRC1 inh – inhibits human SRC1 coactivator; Q15788; inhibition, % at 3.6 µM; 360,000 compounds, 0.12% hits; HEK293 GAL4-SRC1 luciferase reporter, luminescence;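 active = inhibition above the campaign mean plus 3 SD, with each screening campaign given its own cutoff, cut at about 60% in these data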;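 also: 0% = DMSO treated cells and 100% = gossypol at 36 µM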
ABHD5 PLIN5 PPI – ABHD5-PLIN5 protein interaction inhibition | inhibition, % at 4 µM | Split G. princeps luciferase complementation, luminescence, 4 h | AID 602281 | Q00G26+Q8WTS1 | 360,000 compounds, 0.78% hits;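 active = inhibition above the mean inhibition across every tested compound plus 3 SD, cut at about 22% in these data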;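 also: 0% = DMSO only wells and the 100% control is not disclosed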
TLR9-MyD88 inh – inhibitors of human TLR9-MyD88 binding | Q9NR96+Q99836 | CHO BLA complementation TLR9-MyD88, CCF4 FRET ratio | inhibition, % at 4.98 µM | 340,000 compounds, 0.21% hits | AID 504734;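 active = inhibition above the mean over all tested compounds plus 3 SD, cut at about 21% in these data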;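 also: 0% = DMSO only wells and 100% = clavulanate BLA inhibitor control wells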
Exocytosis inh – blocks lytic granule exocytosis | TALL-104 LAMP-1 surface exposure, flow cytometry; cells stimulated with thapsigargin and PMA | inhibition, % at 10 µM | 360,000 compounds, 0.66% hits;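 active = inhibition above about 55%, limit read from the data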
TROY signal inh – inhibitors of TROY-dependent NF-kB signaling; Q293 LMP1-TROYcd NF-kB luciferase reporter, 4 h; inhibition, % at 10 µM; 360,000 compounds, 0.98% hits; AID 1347056;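 active = compounds whose plate-normalised and pattern-corrected inhibition of the luciferase reporter signal at the single screening dose is 50% or more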
NCOA3 inh – human NCOA3 inhibition | Q9Y6Q9 | HEK293 GAL4-SRC3 luciferase reporter, luminescence | inhibition, % at 3.6 µM | 360,000 compounds, 0.17% hits | AID 588352;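 active = inhibition above a per-campaign cutoff, the mean of all compounds plus 3 SD, cut at about 60% in these data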;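 also: 0% = DMSO-treated cells and 100% = gossypol-treated cells at 36 µM; higher means less SRC3-driven luciferase light from the GAL4 reporter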
COUP-TFII inh – blocks human COUP-TFII nuclear receptor. P24468. HEK293T NGFI-A luciferase reporter, luminescence. inhibition, % at 8.6 µM. 370,000 compounds, 0.7% hits;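 active = inhibition above a per-plate cutoff, mean inhibition of test wells between control levels plus 3 SD, cut at about 38% in these data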;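 also: cells cotransfected with COUP-TFII expression vector driving the NGFI-A reporter; 0% = median of COUP-TF2 test wells and 100% = reporter-only cells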
SRC2 inh – human SRC2 (NCOA2) inhibition. 370,000 compounds, 0.17% hits. inhibition, % at 9 µM. AID 651957. HEK293 GAL4-SRC2 luciferase reporter, luminescence;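 active = inhibition above the mean inhibition of all tested compounds plus 3 SD, set per campaign, cut at about 52% in these data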;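 also: 0% = DMSO treated cells and 100% = cells given Gossypol at 36 µM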
Target sequence (Q15596 whole entry, looked up, the tested form may be a part): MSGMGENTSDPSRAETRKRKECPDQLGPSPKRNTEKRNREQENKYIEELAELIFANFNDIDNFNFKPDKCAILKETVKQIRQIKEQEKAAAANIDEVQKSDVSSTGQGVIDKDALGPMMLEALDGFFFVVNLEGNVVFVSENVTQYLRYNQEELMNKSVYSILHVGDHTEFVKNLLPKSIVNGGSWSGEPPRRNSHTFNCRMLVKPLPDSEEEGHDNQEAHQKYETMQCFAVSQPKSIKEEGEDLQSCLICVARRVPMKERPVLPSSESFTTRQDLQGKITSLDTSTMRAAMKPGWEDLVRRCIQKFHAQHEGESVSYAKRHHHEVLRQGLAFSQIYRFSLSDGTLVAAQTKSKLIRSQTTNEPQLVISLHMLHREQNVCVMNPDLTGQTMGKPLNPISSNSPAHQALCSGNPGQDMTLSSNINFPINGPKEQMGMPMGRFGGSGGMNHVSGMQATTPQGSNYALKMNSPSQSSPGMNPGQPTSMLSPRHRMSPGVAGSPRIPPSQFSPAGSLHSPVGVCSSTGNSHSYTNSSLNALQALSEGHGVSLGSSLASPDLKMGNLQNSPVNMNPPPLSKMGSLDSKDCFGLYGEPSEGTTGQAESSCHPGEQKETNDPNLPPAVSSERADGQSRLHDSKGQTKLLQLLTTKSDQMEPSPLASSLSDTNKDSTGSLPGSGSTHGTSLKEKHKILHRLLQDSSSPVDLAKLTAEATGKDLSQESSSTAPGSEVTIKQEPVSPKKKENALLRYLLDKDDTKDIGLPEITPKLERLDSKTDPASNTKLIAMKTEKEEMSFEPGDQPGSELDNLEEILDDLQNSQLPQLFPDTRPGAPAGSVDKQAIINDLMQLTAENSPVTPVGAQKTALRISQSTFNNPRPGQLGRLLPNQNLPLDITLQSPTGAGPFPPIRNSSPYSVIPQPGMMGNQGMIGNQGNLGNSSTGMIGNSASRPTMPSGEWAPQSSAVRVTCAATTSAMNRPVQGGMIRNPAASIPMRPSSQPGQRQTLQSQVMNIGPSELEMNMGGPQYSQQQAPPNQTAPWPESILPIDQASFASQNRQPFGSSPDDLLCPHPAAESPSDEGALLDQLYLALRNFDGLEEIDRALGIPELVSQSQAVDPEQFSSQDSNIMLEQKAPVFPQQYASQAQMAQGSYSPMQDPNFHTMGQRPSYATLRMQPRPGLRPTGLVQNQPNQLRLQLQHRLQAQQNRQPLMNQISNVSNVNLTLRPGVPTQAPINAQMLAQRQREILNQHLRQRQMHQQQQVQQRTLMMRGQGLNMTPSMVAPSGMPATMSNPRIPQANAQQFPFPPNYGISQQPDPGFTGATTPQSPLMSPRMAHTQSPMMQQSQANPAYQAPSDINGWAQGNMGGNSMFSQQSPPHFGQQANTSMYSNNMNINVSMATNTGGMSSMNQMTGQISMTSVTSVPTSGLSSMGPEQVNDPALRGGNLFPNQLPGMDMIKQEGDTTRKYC
An asterisk follows results filed as active; · = no result given. The list is partial; the hit share may differ from the screen's.

structure,SRC2 inh,NOD2-RIPK2 inh,COUP-TFII inh,TROY signal inh,ABHD5 PLIN5 PPI,LRH-1 inv ag,TLR9-MyD88 inh,Exocytosis inh,SRC1 inh,TWEAK Fn14 block,NCOA3 inh
CC(C)Oc1ccc(S(=O)(=O)N2CCCCC2)cc1NC(=O)C1CCCC1,35,-13,4,10,0,-2,10,0,-10,-11,7
COc1cccc(-c2cc(C(=O)Nc3cnn(Cc4ccccc4C)c3)no2)c1,11,-6,-13,1,1,-11,6,6,2,-19,-1
Cc1cccc(-c2noc(CNC(=O)COc3ccccc3C)n2)c1,-2,-1,7,-3,20,12,-5,2,0,-3,-9
Cc1cc(CSc2nc(C)cc(=O)[nH]2)c2ncccc2c1,-31,-7,-7,-14,9,0,5,-1,11,-8,18
Cc1nn(CCc2n[nH]c(=S)n2-c2ccc(F)c(Cl)c2)c(C)c1[N+](=O)[O-],2,5,-23,-8,6,13,6,3,-1,-26,12
S=C(Nc1ccc(Cl)cc1Cl)N1CCOCC1,6,-14,-1,-7,9,-8,-5,-6,0,8,-22
COCCn1c(N)c(N(Cc2ccccc2)C(=O)C2CCCC2)c(=O)[nH]c1=O,16,10,-1,-10,3,-21,9,-2,-12,13,7
Cc1ccc(C(=O)CCCn2nnc(-c3cccnc3)n2)cc1C,16,2,16,-13,-3,-15,-6,-2,-25,-3,6
Cc1ccc(NC(=O)CCCn2c(=S)[nH]c3ccsc3c2=O)cc1C,-36,0,-4,8,-3,-4,2,-3,-2,-24,16
CNC(=O)c1ccc(NC(=O)Cc2ccc(S(=O)(=O)N3CCOCC3)s2)cc1,-8,-3,-13,-17,1,6,-1,-8,-15,-3,-13
CNc1ccc(Cl)nn1,-37,12,0,-13,4,-3,-1,0,2,-9,10
O=C(CN1CCN(S(=O)(=O)N2CCCCCC2)CC1)Nc1ccc(Br)cc1,-7,-5,-6,2,0,-7,-2,4,10,-25,-20
CCn1c(SCC(=O)Nc2oc(-c3ccccc3)c(-c3ccccc3)c2C#N)nnc1-c1ccncc1,-19,-6,-5,11,-2,10,2,-2,-6,8,8
COc1cc2cc(C)c(SCC(=O)N3CCOCC3)nc2cc1OC,-9,2,-23,-4,4,29,1,-3,-40,-1,-3
COc1ccccc1CSc1nc2c(c(=O)n(C)c(=O)n2C)n1C,-34,-3,0,18,8,-8,2,3,-11,13,14
O=S(=O)(c1ccc(Br)cc1)N1CCN(c2ccc3nnc(-c4ccccc4)n3n2)CC1,0,1,13,-8,-3,6,-12,-3,8,30,0
COc1cc(C(=O)Nc2ccc(F)cc2Cl)ccc1OCC(=O)N1CCOCC1,-18,-7,-21,5,13,2,-6,-2,-3,-4,-6
COc1ccc(C(=O)NNC(=O)C2CCN(S(=O)(=O)c3ccc(C)cc3)CC2)cc1,12,5,-1,8,-3,-1,-6,1,6,5,3
C=CCn1c(SCc2nnc(-c3ccccc3)o2)nnc1C(O)c1ccccc1 (stereo not given),-37,-2,3,11,4,-14,-3,1,-3,-4,-35
CN1CCN(C(=O)/C(=C/c2cn(S(=O)(=O)N(C)C)c3ccccc23)NC(=O)c2ccccc2Cl)CC1,1,1,-4,-7,7,-9,-10,3,-16,21,17
O=C(c1cccn2c(=O)c3ccc(Cl)cc3nc12)N1CCN(Cc2ccc3c(c2)OCO3)CC1,-9,-4,-2,-10,-2,3,-2,1,1,-6,-19
COc1ccc(CCNS(=O)(=O)c2ccc(F)cc2)cc1OC,0,-9,15,-8,-3,15,9,6,9,5,2
CCN(CC(=O)NC(=O)NC1CCCCC1)Cc1ccccc1,11,-7,-6,-13,-5,0,-4,12,9,2,6
COc1ccc(CNC(=O)COC(=O)CCCOc2ccc(Cl)cc2Cl)cc1OC,27,-25,14,-16,-2,5,-2,2,-9,-9,17
COc1ccc(OC(C)C(=O)NCCc2nc3ccccc3[nH]2)cc1 (stereo not given),5,-7,6,-17,0,-16,4,0,10,-1,3
c1ccc(SCc2cn(C[C@H]3CC[C@@H]([C@@H]4CC[C@H](Cn5cc(CSc6ccccc6)nn5)O4)O3)nn2)cc1,14,2,7,9,-2,1,3,5,10,-4,-5
O=C(Nc1cc(S(=O)(=O)N2CCOCC2)ccc1N1CCOCC1)c1ccccc1Cl,4,-1,1,-20,-3,17,-2,-2,-8,-2,6
COC(=O)Cn1c2c(c3cc(C)ccc31)CCCC2,-38,-8,0,4,2,1,-1,1,-17,8,-7
Cc1cc(=O)oc2cc(OCC(=O)Nc3ccc(N4CCC(C)CC4)cc3)ccc12,11,-5,1,-3,-2,-26,-7,11,-11,2,-2
NC(=O)Cc1ccc(C(=O)c2ccc(Cl)cc2Cl)s1,-14,3,-22,-19,-2,-2,-2,-4,-10,-3,-17

Retrieved by compound from the entries so far:
structure,SRC2 inh,NOD2-RIPK2 inh,COUP-TFII inh,TROY signal inh,ABHD5 PLIN5 PPI,LRH-1 inv ag,TLR9-MyD88 inh,Exocytosis inh,SRC1 inh,TWEAK Fn14 block,NCOA3 inh
O=C(Nc1cc(S(=O)(=O)N2CCOCC2)ccc1N1CCOCC1)c1ccccc1Cl,4,-1,1,-20,-3,17,-2,-2,-8,-2,6
Cc1cc(=O)oc2cc(OCC(=O)Nc3ccc(N4CCC(C)CC4)cc3)ccc12,11,-5,1,-3,-2,-26,-7,11,-11,2,-2
CCN(CC(=O)NC(=O)NC1CCCCC1)Cc1ccccc1,11,-7,-6,-13,-5,0,-4,12,9,2,6

(listing goes on)
structure,SRC2 inh,NOD2-RIPK2 inh,COUP-TFII inh,TROY signal inh,ABHD5 PLIN5 PPI,LRH-1 inv ag,TLR9-MyD88 inh,Exocytosis inh,SRC1 inh,TWEAK Fn14 block,NCOA3 inh
CSc1nnc(-c2ccc(S(=O)(=O)N3CCOCC3)cc2)n1CC1CCCO1 (stereo not given),-11,-9,-6,12,-3,11,-1,-1,-1,6,5
Cc1ccccc1NC(=O)c1cnn(-c2ccccc2)c1C,-19,3,-6,-43,-4,-56,-9,-3,-44,-20,-56
COc1ccc(C[C@@H]2CN3C(=NC[C@@H]3C)N2C[C@H](C)NC(=O)c2ccc(C)c(Br)c2)cc1,-11,-18,-3,-9,1,3,-4,0,-4,-11,-4
Fc1cc(Br)ccc1COc1ccc(-c2nnco2)cc1,-37,-19,-28,-73,-1,-20,-6,10,-98,-29,-77
Cc1csc(NC(=O)c2ccncc2)n1,-25,-6,14,6,-1,3,2,2,-12,8,1
CCCCNC(=O)CS(=O)Cc1nc(-c2cccs2)oc1C (stereo not given),-7,-5,2,1,-9,-17,-10,2,-1,7,-21
COC(=O)c1ccc(C(=O)OC)c(NC(=O)CS(=O)(=O)Cc2ccccc2)c1,-10,-2,5,14,-1,32,-7,-1,1,-10,10
COc1ccc(C(=O)CN2C3=NCCCN3c3ccccc32)cc1OC,-2,-12,6,3,4,-11,-7,0,10,-5,-3
O=C(COc1ccccc1)N1CCN(C(=O)c2cccs2)CC1,-25,-6,-15,4,0,0,-13,0,3,2,5
O=C(NCCOc1ccccc1F)C1CC(=O)N(Cc2ccccc2)C1 (stereo not given),-61,-4,-2,-11,2,-4,-5,-3,11,24,-10
COc1ccc2nc(C)cc(SCC(NC(C)=O)C(=O)OC(C)C)c2c1 (stereo not given),-20,-10,5,28,-3,-9,3,-3,11,2,4
FC(F)Sc1ccc(NC(=S)NC2CCCCC2)cc1,2,2,-33,6,-13,-28,-8,3,-50,-25,-37
O=C(CC1(C(=O)O)CCCC1)N1CCOCC1,-15,-6,19,-4,4,2,7,-4,6,3,10
CC(Cc1ccccc1)NC(=O)CN1C(=O)c2ccccc2S1(=O)=O (stereo not given),-5,-6,-2,-39,6,10,-3,-1,-14,-2,-9
CC(C)CSc1nc2c(=O)[nH][nH]c(=O)c2n1Cc1ccccc1,2,3,-2,-12,-2,1,3,-5,-5,6,1
COc1cc(/C=C(\C#N)c2nc3ccccc3[nH]2)cc(OC)c1O,-34,-3,-41,-31,3,-23,-9,-1,-22,18,-29
CCNc1nc(NCC)nc(Nn2cnnc2)n1,8,-6,8,7,6,5,-14,1,4,-16,1
COC(=O)c1cc(C#N)c(Oc2ccc(F)cc2)nc1C,-18,-12,-1,-36,-1,-9,2,-1,-8,-4,-4
N#C/C(=C/c1ccc(N2CCCCCC2)o1)c1ccc(Cl)cc1,·,39*,·,-9,78*,13,24*,84*,-15,1,-11
CC(=O)Nc1ccc(CN2CCN(CC(C)C)C(CCO)C2)cc1 (stereo not given),9,-1,1,-2,-3,5,-10,-1,-7,-17,4
O=C(NCc1ccccc1Cl)C1CCN(S(=O)(=O)c2ccc(-n3cnnn3)cc2)CC1,1,-6,1,3,-1,-5,9,-3,-36,16,-6
O=C(CSc1nc(O)cc(=O)[nH]1)C1CC1,16,1,10,-15,6,12,-4,3,1,15,17
CCOc1ncccc1C(=O)NCCc1c[nH]c2ccccc12,12,-7,5,3,5,-14,2,-1,13,28,32
O=C(c1cccc(OC2CCN(Cc3cccc(OCCO)c3)CC2)c1)N1CCCC1,8,-5,0,-9,5,3,-2,-2,-23,-3,8
COc1ccccc1Nc1nc(NCc2ccco2)c2ccccc2n1,-11,2,5,-71,5,14,·,99*,-13,9,-11
COc1ccc(C2/C(=C(/O)c3ccc(C)cc3)C(=O)C(=O)N2C)c(OC)c1 (stereo not given),-22,4,10,-11,-6,-9,-6,0,-4,-10,-6

Another view of some results above.
SMILES: CCOc1ncccc1C(=O)NCCc1c[nH]c2ccccc12
  SRC2 inh: 12 | NOD2-RIPK2 inh: -7 | COUP-TFII inh: 5 | TROY signal inh: 3 | ABHD5 PLIN5 PPI: 5 | LRH-1 inv ag: -14 | TLR9-MyD88 inh: 2 | Exocytosis inh: -1 | SRC1 inh: 13 | TWEAK Fn14 block: 28 | NCOA3 inh: 32
SMILES: O=C(c1cccc(OC2CCN(Cc3cccc(OCCO)c3)CC2)c1)N1CCCC1
  SRC2 inh: 8 | NOD2-RIPK2 inh: -5 | COUP-TFII inh: 0 | TROY signal inh: -9 | ABHD5 PLIN5 PPI: 5 | LRH-1 inv ag: 3 | TLR9-MyD88 inh: -2 | Exocytosis inh: -2 | SRC1 inh: -23 | TWEAK Fn14 block: -3 | NCOA3 inh: 8

Some values from the entries so far.
CSc1nnc(-c2ccc(S(=O)(=O)N3CCOCC3)cc2)n1CC1CCCO1 (stereo not given) – ABHD5 PLIN5 PPI = -3
COc1cc(C(=O)Nc2ccc(F)cc2Cl)ccc1OCC(=O)N1CCOCC1 – SRC2 inh = -18
CC(C)Oc1ccc(S(=O)(=O)N2CCCCC2)cc1NC(=O)C1CCCC1 – SRC1 inh = -10
CN1CCN(C(=O)/C(=C/c2cn(S(=O)(=O)N(C)C)c3ccccc23)NC(=O)c2ccccc2Cl)CC1 – Exocytosis inh = 3
CCNc1nc(NCC)nc(Nn2cnnc2)n1 – SRC1 inh = 4
O=C(c1cccn2c(=O)c3ccc(Cl)cc3nc12)N1CCN(Cc2ccc3c(c2)OCO3)CC1 – Exocytosis inh = 1
